KOR beta-arrestin-1 = KOR antagonists, beta-arrestin recruitment, cell-based, luminescence, uHTS (AID 1778); KOR beta-arrestin recruitment, luminescence, antagonist mode; higher % means a stronger effect; inhibition, % at 10 µM; hits with a dose series show IC50 in µM; 0.091% of 290,000 active; in the data active = inhibition above about 50%; also: strong numbers were not always called active
KOR beta-arrestin-2 = kappa opioid receptor activators – cell-based, luminescence, uHTS, primary screen (AID 1777); KOR beta-arrestin recruitment, luminescence; higher % means a stronger effect; one-dose activation, % at 10 µM; EC50 in µM for titrated hits; 0.02% of 280,000 active; in the data active = activation above about 50%, passing the limit was not always enough; also: a part of the inactive calls stands beside numbers as strong as those of hits
GPR55 LPI antagonism = GPR55 antagonists blocking LPI-driven arrestin recruitment, primary screen, imaging, U2OS, beta-arrestin-GFP, LPI agonist (AID 2013); 0.13% of 290,000 active; U2OS GPR55 beta-arrestin-GFP translocation imaging, LPI antagonism; higher % means a stronger effect; one-dose inhibition, % at 10 µM; IC50 in µM for titrated hits;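 active = spots per cell inhibited over 60%, with over 100 cells counted and total cytoplasm intensity under 500,000; inconclusive = wells with under 100 cells, flagged as likely toxic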;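 also: U2OS cells stably carrying GPR55 and arrestin-GFP stimulated by 5 µM LPI near EC80; imaged beta-arrestin-GFP aggregate spots per cell after agonist stimulation; plate controls were LPI-stimulated DMSO wells for no effect and DMSO wells without LPI for full effect; some results filed as inactive read as strong as hits; confirmed hits need IC50 under 10 µM and bright autofluorescent wells are also inconclusive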
NOD1 NF-kB reporter = inhibition of NOD1-driven NF-kB reporter – cell-based, luminescence, uHTS, primary screen (AID 1578); NOD1-driven NF-kB luciferase reporter cells, luminescence; higher % means a stronger effect; inhibition, % at 4 µM, or EC50 in µM where a hit was titrated; 1% of 290,000 active; in the data active = inhibition mostly above about 36%, no sharp cut-off; inactive = mostly below about 34%;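 also: HEK-293T reporter cells stimulated with the NOD1 agonist gamma-tri-DAP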
AID2073 = disruptors of CaV2.2 binding to Mint1 – biochemical, HTRF (AID 2073); 0.19% of 290,000 active; HTRF protein-protein interaction, Mint1-CaV2.2; higher % means a stronger effect; inhibition, % at 20 µM, or IC50 in µM where a hit was titrated; in the data active = inhibition mostly above about 51%, no sharp cut-off; inconclusive = no clear call, values can overlap the other calls; inactive = mostly below about 53%; also: some results filed as inactive read as strong as hits
HIV peptide binding = inhibitors of HIV fusion peptide binding, primary screen, biochemical, uHTS, fluorescence dequenching (AID 1986); 0.3% of 290,000 active; one-dose inhibition, % at 20 µM; IC50 in µM for titrated hits; cell-free peptide binding, fluorescence dequenching, 30 min; higher % means a stronger effect; in the data active = inhibition mostly above about 52%, no sharp cut-off; inactive = mostly below about 76%; also: some results filed as inactive read as strong as hits
GPR35 antagonists = GPR35 antagonists blocking zaprinast-driven arrestin recruitment, primary screen, imaging, U2OS, beta-arrestin-GFP, zaprinast agonist (AID 2058). U2OS GPR35 beta-arrestin-GFP translocation imaging, zaprinast antagonism; higher % means a stronger effect. one-dose inhibition, % at 10 µM; IC50 in µM for titrated hits. 0.052% of 290,000 active;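 active = inhibition of at least 50% with at least 30 cells and total cytoplasm GFP at most 10,000,000; inconclusive = under 30 cells or total GFP of 10,000,000 plus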
GPR55 activation = GPR55 agonists via beta-arrestin recruitment, primary screen, imaging, U2OS cells, beta-arrestin-GFP redistribution (AID 1961); U2OS GPR55 beta-arrestin-GFP redistribution imaging; higher % means a stronger effect; activation, % at 10 µM; hits with a dose series show EC50 in µM; 0.048% of 290,000 active;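 active = activation above 40% with more than 50 cells counted in the well; inconclusive = wells holding fewer than 50 cells, flagged as toxic or sparse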;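 also: U2OS osteosarcoma cells stably expressing GPR55 and beta-arrestin-GFP; plate controls were DMSO negative control for no effect and LPI positive control for full effect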
Siah-1 displacement = blockers of Siah-1 interaction with plectin peptide – biochemical, fluorescence polarization, rhodamine-plectin, uHTS, primary screen (AID 1817) | Siah-1 / rhodamine-plectin peptide fluorescence polarization; higher % means a stronger effect | displacement, % at 20 µM, or IC50 in µM where a hit was titrated | 0.02% of 290,000 active;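 active = displacement of at least 50% at 20 µM, with a fluorescence ratio check between 0.3 and a set limit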;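 also: plate controls were Siah plus tracer with DMSO for no effect and tracer alone without Siah for full effect; strong numbers were not always called active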
An asterisk follows results filed as active; ? = inconclusive; . = no result given; [ ] = remark or other dose. This is a subset; rates above refer to the full screens.

No. | SMILES | KOR beta-arrestin-1 | KOR beta-arrestin-2 | GPR55 LPI antagonism | NOD1 NF-kB reporter | AID2073 | HIV peptide binding | GPR35 antagonists | GPR55 activation | Siah-1 displacement
1 | COc1ccc(C(=O)OCCN2CCN(C3=NS(=O)(=O)c4ccccc43)CC2)cc1OC | 24% | 1.0% | 2% | -12% | 0% | -0.1% | 2% | -0.2% | 3%
2 | Cc1[nH]c2ccccc2c1NC(=O)CN1CCN(C(=O)c2ccco2)CC1 | 18% | -0.1% | 2% | 7% | -1% | 0.4% | 3% | -0.1% | -5%
3 | CCCC(C(=O)NC1CCCC1)N(C(=O)Cn1nnc(-c2ccc(C)o2)n1)c1ccccc1F (configuration not stated) | -27% | -4.1% | 6% | -21% | 7% | -0.7% | 16% | 0.2% | -3%
4 | Cc1ccc(-c2nnc(-c3cccs3)o2)cc1 | -52%[20 µM] | -3.3% | -1% | -61% | -1% | 0.6% | 0% | 0.5% | 9%
5 | Cc1ccc(OCc2nnc(SCc3cc(=O)[nH]c4ccccc34)n2-c2ccccc2)cc1 | -20% | 5.6% | 7% | -10% | -4% | -4.1% | -1% | -0.2% | -4%
6 | CCCOP(=O)(OCCC)C(Nc1ccc(C(=O)O)cc1)c1ccccc1 (configuration not stated) | -1% | -1.9% | 0% | 36% | -4% | -2.6% | 6% | 0.5% | -3%
7 | Cn1nc(C(=O)NCc2ccc(Cl)cc2)c2c1-c1ccccc1S(=O)(=O)C2 | 1% | -4.1% | 3% | -15% | 5% | 0.8% | 43% | 0.2% | -2%
8 | COc1ccc(N2CCN(C(=S)Nc3ccc(C)cc3)CC2)cc1 | -8% | -1.1% | -14% | -39% | -18% | 0.2% | 50% | 0.2% | 0%
9 | C#Cc1cccc(NC(=O)Cc2cccs2)c1 | -2%[20 µM] | -2.5% | -13% | -31% | 7% | 0.7% | -22% | -0.2% | -1%
10 | CCNC(=O)CCc1nc(-c2ccc(C)cc2)no1 | -9% | 0.4% | -7% | -5% | 5% | 1.5% | -22% | -0.3% | 31%
11 | O=C(/C=C/c1cccs1)N1CCN(c2ccccc2F)CC1 | . | -3.4% | 6% | -26% | 1% | -1.7% | -2% | 1.4% | -7%
12 | CCn1c(SCC#N)nc2c(c1=O)C1(CCCC1)Cc1ccccc1-2 | -1% | 5.3% | 7% | -4% | 4% | -2.6% | -17% | -0.2% | -1%
13 | CN(C(=O)COC(=O)CNC(=O)CNC(=O)c1ccc(Cl)cc1Cl)c1ccccc1 | -4% | -5.6% | -23% | -29% | -1% | 0.0% | -9% | -0.2% | 1%
14 | COC(=O)c1ccc(CNC(=O)C2CCC(=O)N(C3CCCCCC3)C2)cc1 (configuration not stated) | -44% | -1.8% | 13% | -11% | 1% | 3.7% | -5% | 0.2% | 1%
15 | COc1cccc(NS(=O)(=O)c2csc(C(N)=O)c2)c1 | 11% | -5.9% | -25% | -9% | 7% | -1.0% | 1% | -0.1% | -2%
16 | O=C(O)c1ccc(NC(=O)C(c2ccccc2)c2ccccc2)cc1 | -11% | 4.4% | 16% | -26% | 18% | 3.8% | -4% | 0.3% | 3%
17 | Cc1ccc2ncnc(NCCC(=O)O)c2c1 | 30% | 3.3% | -5% | 1% | 3% | 0.6% | 1% | 0.6% | 17%
18 | CNc1nc(Oc2ccc(=O)n(C)n2)nc(N2CCOCC2)n1 | -23% | 3.4% | -2% | 2% | -2% | 0.0% | 5% | -0.1% | -2%
19 | O=C(O)C1CC=C(Cl)CC1C(=O)NC1CCCCC1 (configuration not stated) | 22% | 0.1% | 10% | -28% | 8% | 0.9% | 8% | -0.1% | 6%
20 | Cc1ccc2cc(C#N)c(N3CCCN(S(=O)(=O)c4ccccc4)CC3)nc2c1 | -18% | -0.7% | 1% | -22% | ? | -1.1% | -8% | -0.2% | 2%
21 | CC(C)c1ccc(NC(=O)C2CCCN(S(=O)(=O)c3ccc4c(c3)C(C)(C)C(=O)N4C)C2)cc1 (configuration not stated) | -44%[20 µM] | -2.5% | 11% | -14% | 5% | 1.7% | -4% | -0.1% | -2%
22 | CC(C)Cn1nc(NC(=O)c2cccs2)c2cc3ccccc3nc21 | 16% | 6.6% | -2% | -4% | 9% | -1.4% | 8% | 0.0% | 12%
23 | CCO/C(C)=N/n1c2nc3ccccc3nc2c2c(=O)n(Cc3ccccc3Cl)c(C)nc21 | 3% | -3.3% | 6% | -11% | -4% | 0.2% | -9% | -0.2% | 1%
24 | CC(=O)N1Cc2ccccc2CC1C(=O)N1CCN(c2ccccc2)CC1 (configuration not stated) | 14% | -5.3% | -11% | -30% | 24% | 4.9% | 4% | -0.6% | 8%
25 | Cc1ccc(C(=O)NN2CCOCC2)cc1 | 5% | 3.0% | 12% | -6% | 35% | 0.4% | -4% | 0.0% | -2%
26 | CC1=NN(c2ccc(C)cc2C)C(=O)C1C(c1cccc(O)c1)C1C(=O)N(c2ccc(C)cc2C)N=C1C (configuration not stated) | 38% | -0.3% | 11% | -4% | -6% | 7.6% | -2% | -0.2% | 4%
27 | CC(C)CNC(=O)C1CCCN(S(=O)(=O)c2ccc(-n3cnnn3)cc2)C1 (configuration not stated) | -19% | . | -3% | -18% | -1% | 2.2% | -15% | -1.0% | 2%
28 | N/C(=N\OC(=O)CCCc1ccccc1)c1ccccc1Cl | 11% | -0.8% | 7% | -8% | 18% | -0.6% | -7% | -0.2% | 0%
29 | CN(Cc1cccnc1)C(=O)CC1C(=O)NCCN1Cc1ccc(-c2ccccc2)cc1 (configuration not stated) | -18% | -7.7% | -1% | -24% | ? | 0.9% | -1% | 0.1% | 0%
30 | CCCn1c(O)c(CN2CCCCC2)c(C)c(C#N)c1=O | -3% | -5.8% | -5% | 2% | 46% | -1.8% | -2% | -0.2% | 1%
31 | O=Cc1cn(CCC(=O)O)nc1-c1cc2ccccc2o1 | -8% | 5.8% | -8% | 21% | 10% | 13% | -8% | -0.2% | 0%
32 | Cc1cnc(C(=O)NCCc2ccc(S(=O)(=O)NC(=O)NC3CCCCC3)cc2)cn1 | -13% | -1.8% | 3% | -28% | -6% | 1.8% | -3% | -0.1% | 9%
33 | CCOc1ccc(Cl)cc1S(=O)(=O)NCc1cccnc1 | 0% | -6.2% | 7% | -7% | 0% | 13% | 2% | 0.0% | 2%
34 | COc1ccc(C(C)(C)C)cc1NC(=O)CCCn1c(=O)oc2ccccc21 | -18% | -0.3% | 7% | -3% | 0% | 0.8% | 14% | 0.1% | 9%
35 | O=C(CN1CCN(Cc2cccc3ccccc23)CC1)NCCc1ccccc1 | 2% | 0.0% | -11% | -14% | 8% | -0.4% | -4% | 0.0% | 2%
36 | Cc1ccc2nc(/C(C#N)=C\c3ccc(OC(=O)c4cccs4)cc3)[nH]c2c1 | 8% | -3.1% | -11% | 2% | 46% | 7.5% | -8% | 0.4% | -4%
37 | Cc1cccn2c(/C=N/OCc3cccc(F)c3)c(-c3ccc(Cl)cc3)nc12 | -27% | 1.4% | 13% | 8% | 10% | 0.9% | 0% | 0.2% | 0%
38 | CC1(C)C(=O)Nc2ccccc2N1C(=O)CSc1nc(-c2ccccc2)cs1 | 15% | 7.3% | -12% | 25% | 27% | 3.4% | 10% | -0.2% | -7%
39 | CO/N=C(\c1nonc1N)N1CCN(c2ccc(Cl)cc2[N+](=O)[O-])CC1 | -10% | -1.2% | 1% | -4% | 21% | -0.3% | -18% | 0.3% | -2%
40 | O=C(NCc1cccs1)c1ccncc1 | 15% | -1.6% | 4% | -3% | 3% | -1.0% | 8% | 0.2% | -3%
41 | COc1ccc(CNC(=O)C2CCC(CNc3c(N4CCC(C)CC4)c(=O)c3=O)CC2)cc1 (configuration not stated) | 25% | 0.8% | 16% | -6% | -8% | -2.3% | 9% | 0.3% | 3%
42 | CCOC(=O)c1oc2ccccc2c1NC(=O)Cc1cccs1 | -4% | 1.5% | 1% | -10% | 15% | 0.3% | -6% | -0.2% | 9%
43 | NC(=O)c1ccc2c(=O)n3c(-c4cc(Cl)c(N)c(Cl)c4)csc3nc2c1 | 23% | -0.4% | -10% | 4% | -27% | 0.8% | 3% | -0.1% | 5%
44 | COc1cc(C(=O)NCCC(C)C)c([N+](=O)[O-])cc1OC | 16% | 4.3% | 20% | . | -3% | -4.0% | 21% | -0.2% | 2%
45 | CC(=O)NC(CCS(C)(=O)=O)C(=O)Nc1cccc(C)c1 (configuration not stated) | -13% | -2.7% | -8% | -28% | 13% | 1.7% | -2% | 0.2% | 1%
46 | CCN(C(=O)C1CCN(S(=O)(=O)c2cccc3nonc23)CC1)c1ccccc1 | 4% | -3.6% | 2% | -13% | -2% | 2.6% | 18% | -0.2% | -1%
47 | Cc1cccc(N2CCN(C(=S)Nc3ccc4nc(N5CCOCC5)cc(C)c4c3)CC2C)c1 (configuration not stated) | -16% | -2.3% | -3% | -10% | -8% | -3.1% | 0% | -0.2% | -9%
48 | O=C1CC(c2ccccc2)=NN1c1nc(-c2ccccc2)cs1 | -10% | -1.2% | 17% | 66%* | 21% | 58%* | 5% | -0.2% | -10%
49 | Cc1cc(C)n(S(=O)(=O)c2ccccc2[N+](=O)[O-])n1 | -18%[20 µM] | 1.1% | 3% | 16% | 12% | 2.0% | -2% | -0.1% | -3%
50 | CC(=O)Cc1cc(O)c2ccccc2c1OC(=O)c1ccc(Br)cc1 | 4% | -0.7% | 15% | -1% | -2% | -1.9% | 8% | -0.2% | 0%
51 | COc1ccc(CC(=O)Nc2nc(C)cs2)cc1OC | -14% | 15% | 0% | 13% | 3% | 3.1% | 24% | -0.1% | 0%
52 | O=C(c1cnsn1)N1CCCC(Nc2ccc(F)c(F)c2)C1 (configuration not stated) | -31% | 1.7% | -15% | -32% | 5% | -1.3% | 6% | 0.1% | 1%
53 | O=C(NCCCc1ccccc1)[C@@H]1Cc2ccccc2CN1 | 35% | -5.5% | 3% | -16% | -2% | -0.5% | 5% | -0.3% | 0%
54 | Cn1c(-c2ccc(N)cc2)nc2ccccc21 | 2% | -3.2% | 9% | -9% | 4% | 0.1% | 11% | 0.2% | 0%
55 | CCCn1c2c(c(O)c(C(=O)Nc3nc4ccccc4s3)c1=O)CCCC2 | -8%[20 µM] | . | 15% | -40% | 2% | 0.7% | 15% | 0.2% | 2%
56 | CCC(=O)N(C)CCc1cc2c(c(OC)c1/C=N/NC(=O)c1ccccc1O)OCO2 | 24% | -3.7% | 2% | 1% | 2% | 2.3% | 17% | 0.1% | 7%
57 | CC1(C)c2ssc(=S)c2-c2ccccc2N1C(=O)CSC1=NCCS1 | 1% | -0.2% | 21% | 1% | -16% | -3.8% | 4% | -0.2% | -6%

Screening results (PubChem)
